Screening data: PubChem BioAssay, several laboratories
INS promoter inh – inhibitors of insulin promoter-driven GFP, primary screen, imaging, TRM-6 cells (human fetal islet line), eGFP reporter, cell count; AID 1273, 2008; reporter expression induced with tamoxifen; inhibition, % at 2 µM; 130,000 tested, 0.9% active;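 active = inhibition above the mean plus 3 SD, with well images judged a real hit on visual review, cut at about 60% in these data, passing the limit was not always enough; inconclusive = inhibition over the cutoff but images rejected on review; inactive = inhibition not above the cutoff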
SDO1 yeast rescue – growth rescue of sdo1-depleted yeast, primary screen, S. cerevisiae, bone marrow failure model; S. cerevisiae sdo1-depleted JHY4D growth rescue, OD600 30 h; stronger effect = higher value; pdr5 snq2 efflux-pump mutant strain; z-score at 10 µM; 140,000 tested, 0.21% active;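 active = z-score above 3 at both the 24 hr and the 30 hr optical density reads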;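 note: z-score against mean and SD of all compound wells on the same plate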
SDO1 yeast rescue Rescue 24 h – recorded beside SDO1 yeast rescue, whose call it bears; z-score; S. cerevisiae sdo1-depleted JHY4D growth rescue, OD600; measured here: growth rescue at 24 h;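 0 is the plate mean of compound wells and units are plate SD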
* hit, by the source's call; ? = inconclusive; · = no result given.

SMILES	INS promoter inh	SDO1 yeast rescue	SDO1 yeast rescue Rescue 24 h
COc1ccc(C(OC(=O)c2ccco2)C(=O)NCC2CCCO2)cc1 (stereo not drawn)	-40	0.22	0
Cc1ccc(NC(=O)CN(c2ccc(C)cc2)S(=O)(=O)c2cccc3nonc23)cc1	29	0.78	1.1
CCn1c(-c2cccs2)nc2ccccc21	?	1.7	2.4
O=C1CN2C(=Nc3ccc(Cl)cc3C2c2ccccc2)CN1 (stereo not drawn)	14	0.76	0.22
CN1CCN(c2ccc(Cl)cc2NC(=O)c2ccc(S(=O)(=O)N3CCCCCC3)cc2)CC1	-36	-2.4	-1.2
CCCC12CN3CC(C)(CN(C1)C31CCCCC1)C2=O	8	0.7	-1.9
CCCn1c(Cc2ccccc2)nnc1SCC(=O)N1CCOCC1	22	0.25	-0.12
C=CCNC(=O)c1ccccc1NC(=O)C1COc2ccccc2O1 (stereo not drawn)	-471	·	·
Cc1ccc(/C=C/c2ccc(=O)n(Cc3ccc(Cl)cc3Cl)n2)cc1	-7	-0.94	1.4
O=C(Oc1ccccc1)c1cccc(N2C(=O)CCC2=O)c1	-6	-0.01	-0.05
O=C(CSc1ncn[nH]1)Nc1cccc2ccccc12	?	0.57	0.19
NC(=O)c1cccn(Cc2ccc(C(F)(F)F)cc2)c1=O	-18	·	·

Only SDO1 yeast rescue Rescue 24 h (2 entries from above):
SMILES,SDO1 yeast rescue Rescue 24 h
Cc1ccc(/C=C/c2ccc(=O)n(Cc3ccc(Cl)cc3Cl)n2)cc1,1.4
O=C(Oc1ccccc1)c1cccc(N2C(=O)CCC2=O)c1,-0.05

Arranged by value in SDO1 yeast rescue Rescue 24 h (rising): some entries from above
SMILES	INS promoter inh	SDO1 yeast rescue	SDO1 yeast rescue Rescue 24 h
CCCC12CN3CC(C)(CN(C1)C31CCCCC1)C2=O	8	0.7	-1.9
CN1CCN(c2ccc(Cl)cc2NC(=O)c2ccc(S(=O)(=O)N3CCCCCC3)cc2)CC1	-36	-2.4	-1.2
O=C(Oc1ccccc1)c1cccc(N2C(=O)CCC2=O)c1	-6	-0.01	-0.05
O=C1CN2C(=Nc3ccc(Cl)cc3C2c2ccccc2)CN1 (stereo not drawn)	14	0.76	0.22

The list continues.
SMILES	INS promoter inh	SDO1 yeast rescue	SDO1 yeast rescue Rescue 24 h
Cc1ccc(SCC(=O)OCn2nnc3ccccc3c2=O)cc1C	17	0.39	0.44
CC(C)CN1C(=O)c2ccc(NC(=O)c3ccccc3F)cc2C1=O	-24	-0.03	-0.04
c1ccc(OCCCc2nc(-c3ccncc3)no2)cc1	-5	-0.02	-0.62
CCn1c(-c2cc(Br)ccc2O)n[nH]c1=S	-36	·	·
CCN(CCNC(=O)C1CCN(S(C)(=O)=O)CC1)c1ccccc1	14	0.18	0.08
CCCn1c(C)nc2c(c1=O)c1nc3ccccc3nc1n2CCc1ccccc1	-3	·	·
C=CCSc1nc(=O)n2cccc(C)c2n1	59	0.54	-0.03
CCCCn1c(SC(C)C(N)=O)nc2cc(C(=O)OC)ccc2c1=O (stereo not drawn)	-7	-0.17	-0.82
COCCNC(=O)C(=O)NNC(=O)c1ccccc1OC	-8	·	·
CSc1[nH]c(=O)c(C(=O)O)cc1C#N	-3	0.6	0.1
CC1(C)OC(=O)C(=CNc2cccc(C(=O)O)c2)C(=O)O1	45	0.89	0.54
Cc1ccc(S(=O)(=O)/N=C(\c2ccccc2)N(C)S(=O)(=O)c2ccc(C)cc2)cc1	6	-0.78	-0.99
COC(=O)c1cc2sc(Cl)cc2n1CC(=O)N1CCCc2ccccc21	-30	-1.2	-0.92
Cc1ccccc1N1CCN(C(=O)c2ccc(Oc3ccc(C(F)(F)F)cn3)cc2)CC1	14	-1.3	-0.45
O=C(N/N=C/c1cccc([N+](=O)[O-])c1)c1cc(-c2ccccc2)nc2ccccc12	11	-0.9	-0.12
COc1ccccc1CNC(=O)C[n+]1ccccc1	14	0.86	0.45
O=C(Nc1ccc(N2CCCC2)cc1)c1ccccc1F	-36	0.81	0.97
COc1ccc(C(=O)NCC(=O)NCC(c2ccco2)N(C)C)cc1OC (stereo not drawn)	·	0.48	-0.08
CN(CCc1nc2ccccc2[nH]1)Cc1nc(CC2CC2)no1	26	·	·
Cc1ccccc1/C=N/NC(=O)Cn1cnc([N+](=O)[O-])n1	-32	0.32	-0.49
COc1ccc(-c2cc(=O)oc3cc4occ(C)c4cc23)cc1	9	-1.1	-0.9
O=C(CSc1nnc(CNC(=O)c2cccs2)o1)Nc1cccc(C(F)(F)F)c1	31	1.5	1.1
O=C1C=C(NCc2ccco2)CCC1	·	-0.49	-0.96
CSc1nnc(-c2cc3c(s2)-c2ccccc2CC3)o1	7	-0.93	-0.75
COc1ccc2c(c1)C(SCC(=O)NCCc1ccc(Cl)cc1)CC(C)(C)O2 (stereo not drawn)	-50	-0.69	-0.88
COc1ccccc1N(CC(=O)NC(C)(C)C)C(=O)C1CSC(=O)C1 (stereo not drawn)	20	0.87	1.6
N/C(=N\OC(=O)CCCOc1ccccc1)c1ccc([N+](=O)[O-])cc1	-21	·	·
O=S(=O)([N-]c1nc2ccccc2nc1-[n+]1ccccc1)c1ccc(Cl)cc1	0	0.67	0.35
COCc1cc(C)n(CC(=O)NCc2ccccc2)c(=O)c1C#N	50	·	·
O=C(CCN1C(=O)c2ccccc2C1=O)Nc1ccc2c(c1)OCCO2	9	1.7	3.5
Cc1ccc2c(c1)N(S(=O)(=O)c1ccc(F)cc1)C(C(C)(C)C)CO2 (stereo not drawn)	·	-0.84	-1.4
COc1ccc2c(CSc3nc4nc(C)cc(C)n4n3)cc(=O)oc2c1	-3	0.03	0.04
O=C(NCCCN1CCOCC1)c1cc2c(s1)CSC2	31	0.36	0.31
CCOc1ccc(NC(=O)CCSc2ccc3ccccc3n2)cc1	-13	0.07	0.49
CCn1c(SCC(=O)C(C)(C)C)nnc1-c1cnccn1	-38	0.71	0.51
O=C(Cc1ccccc1)Nc1cccc([N+](=O)[O-])c1	-50	·	·
COc1ccc(/C=N/Nc2nc(Nc3ccccc3)nc(N3CCCCC3)n2)cc1OC	-2	-1.1	-0.77
CCCc1nc2c(c(=O)c3ccccc3n2C)c(=O)n1C1CCCCCC1	·	-1.8	-1.3
c1ccc2c(c1)NC1(CCCC1)n1c-2nc2ccccc21	·	0.74	0.42
COc1ccc(CNC(=O)CN(c2ccc(OC)cc2)S(=O)(=O)c2c(C)nn(C)c2C)cc1	-39	0	-0.11
CC(=O)COc1cc(C)cc2oc(=O)c(C)c(C)c12	26	0.11	-0.83
CCS(=O)(=O)N1Cc2ccccc2CC1C(=O)Nc1nnc(C2CC2)s1 (stereo not drawn)	17	·	·
CCCc1ccc(C(=O)N2CCN(c3ccccc3OCC)CC2)cc1	10	-1.2	-1.4
Cc1ccc(CNC(=O)CCC(=O)c2cccs2)cc1	·	0.15	-0.59
CN(C(=O)COc1ccccc1)c1nnc(-c2cccnc2)s1	-6	-0.28	0.07
CCOC(=O)c1cc(NC(=O)SCC(=O)O)c(C)nc1C	12	0.13	-0.99
Cc1ccc(NC(=S)N2CCN(Cc3ccc4c(c3)OCO4)CC2)c(C)c1	-59	·	·
Cc1ccc(N(CC(=O)NC2CC3CCC2C3)S(C)(=O)=O)cc1C (stereo not drawn)	·	-0.75	-1.2
COc1ccc(S(=O)(=O)Nc2ccc(F)cc2)c(C)c1C	-24	-0.99	-0.8
CCc1nn2c(N(C)CCO)cc(C)nc2c1-c1ccc(F)cc1	7	·	·
Cc1ccc(-c2nnc(Nc3ccc4c(c3)OCO4)c3ccccc23)cc1S(=O)(=O)NC(C)C	29	-0.34	-0.51
Cn1c(Oc2ccccc2)c(C=O)c2ccccc21	-21	-1.4	-1.2
O=C(/C=C/c1cccc([N+](=O)[O-])c1)NCc1ccccc1	19	·	·
COc1ccc(O[C@@H]2O[C@H](COC(C)=O)[C@@H](OC(C)=O)[C@H](OC(C)=O)[C@H]2NC(C)=O)cc1	-17	0.18	0.6
Cc1c(NC(=O)C(C)NCC2CCCO2)c(=O)n(-c2ccccc2)n1C (stereo not drawn)	-63	1.1	1.1
Cc1c2cnn(-c3ccccc3)c(=O)c2c(C)n1CCCC(=O)N1CCN(c2ncccn2)CC1	-50	-0.84	-1.1
Cc1nc(S(=O)(=O)Cc2ccc(Cl)cc2)nc2c1CCC2	27	·	·
CCc1c(C)[nH]c(=S)c(C#N)c1C	·	1.2	1.9
C/C(N)=C(/C#N)C(=O)CSc1nc2cc(Cl)ccc2c(=O)n1Cc1ccco1	17	·	·
CCOc1ccc(N2C(=O)C3C(c4ccc(O)cc4)NC(CCSC)(C(=O)OC)C3C2=O)cc1 (stereo not drawn)	0	·	·

More entries.
SMILES	INS promoter inh	SDO1 yeast rescue	SDO1 yeast rescue Rescue 24 h
CCN(CC)S(=O)(=O)c1cccc(NC(=O)COC(=O)c2ccc(Br)o2)c1	-25	-0.98	-1.2
O=C(C1CCCO1)N1N=C(c2ccc(Br)cc2)CC1c1ccco1 (stereo not drawn)	11	-0.58	-0.56
NS(=O)(=O)c1ccc(CCNC(=O)C2CCCCN2S(=O)(=O)c2ccccc2)cc1 (stereo not drawn)	-35	0.33	-0.15
Cc1ccc(NC(=O)CCC(=O)NCCO)cc1	-31	0.31	0.11
CCCCSc1nnc(-c2ccccc2)c2ccccc12	·	-1.2	-1.2
CCCCOc1ccc(-c2ncc(C(=O)OCC)c(N)n2)cc1	-30	0.29	3.6
COc1cccc(C2CC(c3c(-c4ccccc4)c4cc(Cl)ccc4[nH]c3=O)=NN2S(C)(=O)=O)c1OC (stereo not drawn)	9	-0.64	-0.69
O=C(c1cc2c(s1)-c1ccccc1OC2)N1CCc2ccccc2C1	-27	-1.6	-1.8
Cc1csc(NC(=O)CSc2nnc(-c3ccccn3)n2-c2ccc(C)c(C)c2)n1	·	-0.03	-0.67
ON1C2CCCCC2N(O)C1c1c(F)c(F)c(F)c(F)c1F (stereo not drawn)	36	0.75	0.31
Cc1ccccc1NC(=O)C1C2CCCC1C2c1ccccc1 (stereo not drawn)	-8	-0.61	-0.6
COc1ccc(-n2cccc2/C=C2/NC(=O)N(c3cccc(Cl)c3)C2=O)cc1	18	0.32	1.3
O=C1CSC(c2ccccc2[N+](=O)[O-])N1c1ccccc1 (stereo not drawn)	55	·	·
Cc1ccccc1NC(=O)COc1ccc(Br)cc1C	-431	-0.72	-0.86
CC(=O)Nc1ccc(NC(=O)c2ccc(Cn3cc(Cl)cn3)cc2)cc1	·	0.82	0.33
COc1ccc(-n2ncc3c(NCCN4CCOCC4)ncnc32)cc1	21	-0.38	-0.73
CCCc1ccc(C(=O)NNC(=O)c2ccc(Cl)cc2)cc1	0	-0.58	-0.53
CCCCC(O)(CCCC)C(=O)NN(C(=O)CCl)c1ccccc1	·	0.37	0.93
COc1ccc(-c2noc(-c3ccco3)n2)cc1OC	27	-0.52	-1.3
CCc1ccccc1S(=O)(=O)Cc1ccc(C(=O)NCc2cccs2)o1	-82	·	·
O=C(Cc1cccs1)Nc1nnc(COc2ccccc2)s1	31	·	·
COc1ccc(CNC(=S)N/N=C/c2ccc(O)c(OC)c2)cc1	21	-0.44	-0.46
NC(=O)c1ccccc1N/C=C/C(=O)c1ccccc1	21	-0.79	-1.6
CCOC(=O)c1ccccc1NC(=O)c1cccs1	·	-1.4	-1
Cc1cc(C(C)(C)C)oc1C(=O)OCC(=O)NC1CCCCC1	-67	·	·
CCOc1ccccc1-n1c(SCC(N)=O)nnc1-c1ccc(O)cc1	·	0.23	-0.58
O=C(CN1CCCCC1)Nc1cccc(-n2cnnn2)c1	44	-0.06	-0.56
CC(O)(CS(=O)(=O)Cc1ccccc1)C(=O)Nc1ccc(C(F)(F)F)cc1 (stereo not drawn)	·	-0.65	-0.84
OCC#Cc1cnc2ccccc2c1	·	0.85	0.96
COc1ccccc1NC(=O)Cn1nnc(C(=O)NCCc2ccccc2)c1N	37	·	·
CC(=O)N(c1cccc(Br)c1)C1C=CS(=O)(=O)C1 (stereo not drawn)	-265	0.49	0.22
C=CCn1c(C)cc(C(=O)COc2nncc3ccccc23)c1C	·	-0.26	-0.42
CC(C)(C)N1C(=O)c2ccccc2NC(=O)N1Cc1ccc(Br)cc1	19	-1.9	-1.3
Cc1nc2nc(NCc3cccs3)nn2c(C)c1Cl	-28	1.1	-0.71
O=C(c1ccc(Cl)c(S(=O)(=O)NCc2ccccc2)c1)N1CCN(c2ccccn2)CC1	-14	0.87	1.3
CS(=O)(=O)N(CC(=O)Nc1ccc(F)c(F)c1)c1cccc([N+](=O)[O-])c1	·	0.88	0.67
CN(C(=O)CSc1nc2c(c(=O)[nH]1)CCCC2)C1CCCCC1	-4	-0.01	0.8
CN(Cc1ccccc1F)c1nc(-c2cccs2)nc2ccccc12	-3	-0.79	-0.87

Profiles, looked up by structure. Order of values: INS promoter inh | SDO1 yeast rescue | SDO1 yeast rescue Rescue 24 h
COc1ccc(-n2cccc2/C=C2/NC(=O)N(c3cccc(Cl)c3)C2=O)cc1 is listed as 18 | 0.32 | 1.3
NS(=O)(=O)c1ccc(CCNC(=O)C2CCCCN2S(=O)(=O)c2ccccc2)cc1 (stereo not drawn) is listed as -35 | 0.33 | -0.15
COc1ccc(-c2noc(-c3ccco3)n2)cc1OC is listed as 27 | -0.52 | -1.3
COc1ccc(/C=N/Nc2nc(Nc3ccccc3)nc(N3CCCCC3)n2)cc1OC is listed as -2 | -1.1 | -0.77
O=C(Cc1cccs1)Nc1nnc(COc2ccccc2)s1 is listed as 31 | · | ·

The order is random (roughly 0.99% active in at least one column).
